Compound activity as filed in PubChem BioAssay.
Insulin prom inh – TRM-6 insulin promoter activity inhibition. TRM-6 cells (human fetal islet line), insulin promoter-eGFP reporter, imaging; reporter expression induced with tamoxifen. inhibition, % at 2 µM. actives 0.9% (n = 130,000);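 active = inhibition above the mean plus 3 SD, with well images judged a real hit on visual review, cut at about 60% in these data, passing the limit was not always enough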
sdo1 growth – sdo1-depleted yeast growth rescue | S. cerevisiae sdo1-depleted JHY4D growth rescue, OD600 30 h; stronger effect = higher value; pdr5 snq2 efflux-pump mutant strain | AID 817 | actives 0.21% (n = 140,000) | z-score at 10 µM;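 active = z-score above 3 at both the 24 hr and the 30 hr optical density reads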;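 note: z-score against mean and SD of all compound wells on the same plate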
sdo1 growth Rescue 24 h – second read-out of sdo1 growth, no call of its own (marks repeat the call); z-score; S. cerevisiae sdo1-depleted JHY4D growth rescue, OD600; measured here: growth rescue at 24 h;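 0 is the plate mean of compound wells and units are plate SD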
Starred values were filed as active, the others as inactive; / = not tested or not shown.

Below each SMILES – Insulin prom inh | sdo1 growth | sdo1 growth Rescue 24 h
Cc1cccc(N2CCN(S(=O)(=O)c3ccc4c(c3)n(C)c(=O)c(=O)n4C)CC2C)c1 (stereo unspecified)
 : / | 1.2 | 2.7
COC(=O)c1sccc1N/N=C/c1ccc(OC)c(OC)c1OC
 : 44 | 0.36 | 0.44
CC(C)(C)c1ccc(CSc2nnc(-c3ccccn3)n2Cc2ccco2)cc1
 : -16 | -1.9 | -1.9
CCCCN(C)C(=O)c1cc2cc([N+](=O)[O-])cc(OC)c2oc1=O
 : -27 | / | /
Cc1cc(=O)[nH]c(Nc2c(C)n(C)n(-c3ccccc3)c2=O)n1
 : -11 | 0.56 | 0.22
CC(C)N1C(=O)CCC1C(=O)N1CCC(Cc2ccccc2)CC1 (stereo unspecified)
 : 45 | 0.58 | 0.18
O=C(Cc1ccc(F)cc1)Nc1c2c(nn1-c1cccc(Cl)c1)CS(=O)C2 (stereo unspecified)
 : 5 | 0.08 | -0.22
COC(=O)c1scc(C)c1N/N=C(\C)c1ccc(F)cc1
 : -3 | -0.33 | 0.66
Nc1c(C(=O)Nc2ccccc2)sc2nc3c(c(-c4ccco4)c12)CCCC3
 : 6 | 0.93 | 3.4
Cc1nn(C)c(C)c1/C=N/NC(=O)CCn1nc(C)c([N+](=O)[O-])c1C
 : / | 0.31 | -0.76
CCC(=O)Nc1ccc(C(=O)CSc2nnc(-c3ccc(O)cc3)n2CC2CCCO2)cc1 (stereo unspecified)
 : 9 | 0.75 | 0.39
O=C(Nc1cc(Cl)cc(Cl)c1)C(NCC1CCCO1)c1ccccc1 (stereo unspecified)
 : / | -1.6 | -2.1
Cc1cc(Nc2ccc3c(c2)OCCO3)c2ccccc2n1
 : 0 | 0.43 | -0.16
COc1cccc(NC(=O)COC(=O)c2cccnc2)c1
 : 3 | 0.59 | 0.56
COC(=O)N[C@H](CC(C)=O)c1ccccc1
 : -32 | 0.61 | -0.29
Cc1nc2cc(NC(=O)N3c4ccccc4CC3C)ccc2o1 (stereo unspecified)
 : 45 | -0.08 | -0.38
Cc1sc2nc(CN3CCOCC3)nc(N3CCOCC3)c2c1C
 : -4 | 0.97 | 1.2
O=C(CSc1nnc(-c2ccc(S(=O)(=O)N3CCCC3)cc2)o1)NCc1ccccc1
 : -12 | -1.1 | -0.96
COc1cc(-n2nnnc2SC)c(OC)cc1Cl
 : -21 | / | /
Cc1nc(Nc2c(Cl)cccc2Cl)sc1C(=O)Nc1ccccc1
 : -159 | -0.81 | -0.34
CSc1n[nH]c(NC(C)=O)n1
 : 8 | 0.93 | 1
C(=N\N(c1ccccc1)c1ccccc1)/c1ccc(N2CCOCC2)s1
 : -25 | -0.54 | -0.24
CCCN1CCN(C(=O)Nc2ccc(C(=O)OCC)cc2)CC1
 : 47 | -0.29 | -0.54
Cc1nnc(NC(=O)CSc2ccc3nnc(-c4cccnc4)n3n2)s1
 : 19 | / | /
Cc1ccc2nc3sc(-c4nnc(-c5ccccc5[N+](=O)[O-])o4)c(N)c3cc2c1
 : -42 | 0.18 | 1.2
O=C(O)c1ccc2c(c1)C(=O)N(Cc1ccccc1)C2=O
 : -43 | 0.66 | 0.59
O=[N+]([O-])c1cc(S(=O)(=O)NCCN2CCOCC2)ccc1Sc1nnnn1-c1ccccc1
 : 31 | 0.06 | -0.32
CCCCCC(=O)NN=C1CCN(Cc2ccccc2)CC1
 : 8 | 2.2 | 3.8
COc1ccc(C(=S)N2CCNCC2)cc1
 : 27 | -0.01 | -0.6
O=C(CSc1nnc(-c2cccs2)o1)c1cccs1
 : -8 | 1.1 | 0.97

Given with the structure last: four of the compounds above
Insulin prom inh	sdo1 growth	sdo1 growth Rescue 24 h	canonical_smiles
8	2.2	3.8	CCCCCC(=O)NN=C1CCN(Cc2ccccc2)CC1
3	0.59	0.56	COc1cccc(NC(=O)COC(=O)c2cccnc2)c1
/	-1.6	-2.1	O=C(Nc1cc(Cl)cc(Cl)c1)C(NCC1CCCO1)c1ccccc1 (stereo unspecified)
-4	0.97	1.2	Cc1sc2nc(CN3CCOCC3)nc(N3CCOCC3)c2c1C

Some of these compounds in order of length of the SMILES, high to low.
Below each SMILES – Insulin prom inh | sdo1 growth | sdo1 growth Rescue 24 h
O=C(Cc1ccc(F)cc1)Nc1c2c(nn1-c1cccc(Cl)c1)CS(=O)C2 (stereo unspecified)
 : 5 | 0.08 | -0.22
Cc1cc(=O)[nH]c(Nc2c(C)n(C)n(-c3ccccc3)c2=O)n1
 : -11 | 0.56 | 0.22
Cc1nnc(NC(=O)CSc2ccc3nnc(-c4cccnc4)n3n2)s1
 : 19 | / | /
COC(=O)c1sccc1N/N=C/c1ccc(OC)c(OC)c1OC
 : 44 | 0.36 | 0.44
Cc1sc2nc(CN3CCOCC3)nc(N3CCOCC3)c2c1C
 : -4 | 0.97 | 1.2
COc1cccc(NC(=O)COC(=O)c2cccnc2)c1
 : 3 | 0.59 | 0.56
COc1cc(-n2nnnc2SC)c(OC)cc1Cl
 : -21 | / | /

(next part)
Below each SMILES – Insulin prom inh | sdo1 growth | sdo1 growth Rescue 24 h
COc1cc(OC)c(OC)cc1CNc1cc(C)ccc1OC
 : -9 | -0.39 | 0.22
O=C(Nc1ccc(S(=O)(=O)N2CCCC2)cc1)C1CCCN1C(=O)c1cccs1 (stereo unspecified)
 : -47 | / | /
O=C(CSCc1ccc(Cl)cc1)Nc1ccc(S(=O)(=O)N2CCOCC2)cc1
 : 5 | -0.71 | -0.69
COc1ccc(CC(=O)Nc2ccc3c(c2)CCC3)cc1
 : / | -0.07 | 0.27
Cc1noc(C)c1COC(=O)c1cc2ccccc2cc1O
 : -8 | -0.89 | 0.58
Cc1nnc(SCc2ccc3c(c2)OCO3)s1
 : 37 | -0.13 | -0.6
CN(C)S(=O)(=O)NC(c1ccccc1)c1ccccc1
 : 13 | 0.96 | 1
O=C1c2ccccc2C(=O)C12OC2c1ccc(Cl)cc1Cl (stereo unspecified)
 : 21 | -1.9 | -2.1
COc1cc2c(cc1O)CCN(C(=O)c1ccco1)C2C (stereo unspecified)
 : 3 | 0.03 | -0.04
CC(=O)Nc1ccc2c(c1)nc1n2CCN(C2CCCCC2)C1
 : -13 | / | /
Cc1nn(-c2ccc(F)cc2)c(N)c1C1(O)C(=O)Nc2ccccc21 (stereo unspecified)
 : 33 | / | /
CC(C(=O)Nc1ccccc1Cl)c1ccc([N+](=O)[O-])cc1 (stereo unspecified)
 : -29 | / | /
COc1cccc(C(=O)N2c3ccccc3Sc3ccccc32)c1
 : -68 | -0.58 | -0.25
CC(C)(C)NC(=O)Nc1ccc2nccnc2c1
 : -39 | 0.42 | -0.74
CCCCCCCCCCCCCCCC[n+]1ccc(/C=N/O)cc1
 : -135 | -1.5 | -1.2
Nc1nnc(SCCN2C(=O)c3ccccc3S2(=O)=O)s1
 : 19 | 0.3 | 0.25
CCOC(=O)c1ccc(NC(=O)C2CCCN(S(=O)(=O)c3cnc[nH]3)C2)cc1 (stereo unspecified)
 : / | 0.46 | 0.56
O=C(O)CC(c1ccc(Cl)cc1)N1C(=O)CCC1=O (stereo unspecified)
 : / | 0.72 | 0.58
COc1ccc(C2=NO[C@@H]3C(=O)N(c4ccc(C)cc4C)C(=O)[C@H]23)cc1OC
 : / | -0.03 | 0.69
Cc1occc1C(=O)NNC(=O)Nc1ccc(Cl)c(Cl)c1
 : 21 | 0.07 | -0.07
CCNC(=S)N1CCNC(=O)C1CC(=O)OC (stereo unspecified)
 : / | 0.41 | -0.11
CCCOc1ccc(N2CC(C(=O)Nc3ccc4c(c3)OCO4)CC2=O)cc1 (stereo unspecified)
 : / | -0.24 | 0
COc1ccc(-c2nc(CSCC(=O)NCc3ccco3)c(C)o2)cc1
 : -36 | -0.85 | -1.1
CN1C(=O)CC(N2CCN(C(=O)CN3CCCC3)CC2)C1=O (stereo unspecified)
 : / | 0.81 | 1.1
Cc1ccc(NC(=O)COC(=O)c2cc(C)nc3ccccc23)c([N+](=O)[O-])c1
 : / | -0.19 | 0.61
COc1ccc(OC)c(S(=O)(=O)N2CCC(C(=O)NC(C)c3ccccc3)CC2)c1 (stereo unspecified)
 : -39 | -0.1 | -0.15
O=S(=O)(Nc1nc2ccccc2[nH]1)c1ccc(Cl)cc1
 : / | -0.81 | -0.17
O=C(Cn1cc(C(=O)C2CC2)c2ccccc21)NCc1ccc2c(c1)OCO2
 : -22 | -0.71 | -1.3
CCN(CC)c1ccc(NC(=O)c2cc3ccccc3o2)c(C)c1
 : -34 | -0.92 | -0.34
Cc1ccc(-c2nc3ncccn3c2Nc2ccc3c(c2)OCCO3)cc1
 : -19 | 0.32 | 0.22

Later entries:
Compound	Insulin prom inh	sdo1 growth	sdo1 growth Rescue 24 h
CN(C)C(CNC(=O)c1ccc(S(=O)(=O)NCc2ccco2)cc1)c1ccccc1 (stereo unspecified)	-15	0.96	0.68
CC1=CC(C)[C@H](/C=N/n2c(=O)[nH]c3c([nH]c4ccc(Br)cc43)c2=O)C(C)C1 (stereo partly specified)	-10	/	/
Cc1ccc(CNC(=O)CCS(=O)(=O)c2ccc(Cl)cc2)cc1	/	0.57	-0.54
Cc1cc(C)n(C(=O)CSc2nc3ccccc3o2)n1	-56	0.04	0.16
Cc1nc2ccc(NC(=O)N3CCN(c4ccccn4)CC3)cc2s1	18	0.24	-0.15
CC1=C(C#N)C(c2ccccc2O)C(C#N)=C(C)N1	54	/	/
CCOC(=O)C(O)(CC(=O)c1ccc(OC)cc1)C(F)(F)F (stereo unspecified)	50	1.8	2.2
O=C(C1CCCCN1S(=O)(=O)c1ccccc1[N+](=O)[O-])N1CCOCC1 (stereo unspecified)	-33	/	/
Cn1ccnc1SCC(=O)Nc1cccc(C(F)(F)F)c1	/	-0.42	-1.1
N#CC1=C(N)Oc2ccc3ccc(O)cc3c2C1c1cccnc1 (stereo unspecified)	2	1.3	0.05

(cont.)
Compound	Insulin prom inh	sdo1 growth	sdo1 growth Rescue 24 h
CCCCc1c(O)nc2sccn2c1=O	34	0.44	-0.38
Cc1cc(C)cc(NC(=O)CCn2cnc3cc(C)c(C)cc32)c1	-20	/	/
CCCOc1ccc(-c2nc(C#N)c(NCC3CCCO3)o2)cc1 (stereo unspecified)	-11	-0.58	0.6
COc1ccccc1-n1cnnc1SCC(=O)N1CCN(S(=O)(=O)c2ccccc2)CC1	/	0.89	-0.66
CCN1CCN(c2nc(Nc3ccccc3)nc(N)c2[N+](=O)[O-])CC1	/	0.21	-0.79
CSc1ccc(S(=O)(=O)Nc2ccc(F)cc2)cc1	-420	-0.19	1.1
Cc1cccc(OCCNC(=O)c2cc(-n3cnnc3)ccc2Cl)c1	/	-0.26	-0.64
Cc1ccccc1-n1c(SC(C)C(N)=O)nnc1-c1cccnc1 (stereo unspecified)	/	1.4	0.41
N#Cc1c(-c2ccco2)cc(-c2cccnc2)nc1N	57	0.62	0.72
COc1ccc(Br)cc1CSC(=N)N	22	/	/

Going on with the list.
Compound	Insulin prom inh	sdo1 growth	sdo1 growth Rescue 24 h
CCOC(=O)N1CCN(C(=O)CSc2ncnc3ccccc23)CC1	/	-0.43	0.73
O=C(CN1C(=O)/C(=C2\SC(=S)N(C3CCS(=O)(=O)C3)C2=O)c2ccccc21)Nc1ccccc1 (stereo unspecified)	/	-0.26	1
O=C(NCCc1ccccc1)c1oc2ccccc2c1COc1ccccc1	-80	-0.21	-0.09
O=S(=O)(NCCOc1ccccc1)c1ccc2ccccc2c1	19	-0.08	0.25
COc1cc(/C=N/NC(=S)NCCN2CCOCC2)cc(OC)c1OC	41	-0.51	-0.49
Cc1cccc(OCc2nnc(SCC(=O)Nc3ccc(C)c(Cl)c3)o2)c1	/	-0.23	1.8
O=C(c1cnccn1)N1CCN(S(=O)(=O)c2ccc3ccccc3c2)CC1	-15	0.93	1
C=CCn1c(SCc2ccc(C(=O)OC)cc2)nnc1-c1sc(N)nc1C	-43	1.6	0.99
O=C(Nc1ccccc1F)c1cc(S(=O)(=O)N2CCCCC2)cs1	-25	-0.75	-1.4
CCN(CC)CCN1C(=O)c2ccccc2NC1c1cccc(F)c1 (stereo unspecified)	-44	0.42	-0.14

Additional entries follow.
Compound	Insulin prom inh	sdo1 growth	sdo1 growth Rescue 24 h
C=CCn1c(=O)c2ccc(C(=O)NCc3ccccc3)cc2n(Cc2ccccc2Cl)c1=O	12	0.97	1
CCc1cc2c(=O)c(-c3cnn(-c4ccccc4)c3)c(C)oc2cc1OCC(=O)Nc1cccc(C)c1	-11	2.7	4.2
O=C(c1ccco1)N1CCN(C(=O)c2cc(-c3ccncc3)nc3ccc(Br)cc23)CC1	6	/	/
Cn1c(COc2nnc(-c3ccc(Cl)cc3)c3ccccc23)nc2ccccc21	0	-0.24	-0.7
CCC(C)(C)n1nnnc1C(c1ccc(C)cc1)N1CCSCC1 (stereo unspecified)	-17	-0.36	-0.62
CCCCCSc1nc2c(c(=O)[nH]c(=O)n2C)n1C(C)C	/	-1.2	-0.9
CC1(C)Cc2c(ccc3ccccc23)C2=C(C(=O)N3CCCC3)C(=O)C(=O)N21	27	/	/
O=[N+]([O-])c1ccc2[nH]ncc2c1	-21	/	/
O=C(c1ccccc1)c1cccn1CC(=O)N1CCN(c2ccccc2)CC1	-42	-1.2	-1.4

An excerpt. The share of hits here may be higher or lower than overall.
